Assay outcomes: PubChem BioAssay, several laboratories
Hck Nef HTS – human Hck-Nef kinase inhibition; AID 463187; Recombinant Hck-YEEI plus Nef, Z-Lyte FRET kinase assay; 0.68% of 220,000 active; inhibition, % at 20 µM;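 active means Hck-Nef kinase inhibition above about 50%, limit read from the data; inactive means inhibition below that limit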;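 further: 0% = DMSO with Hck plus Nef and 100% = Hck alone without Nef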
Target sequence (P08631 whole entry, looked up): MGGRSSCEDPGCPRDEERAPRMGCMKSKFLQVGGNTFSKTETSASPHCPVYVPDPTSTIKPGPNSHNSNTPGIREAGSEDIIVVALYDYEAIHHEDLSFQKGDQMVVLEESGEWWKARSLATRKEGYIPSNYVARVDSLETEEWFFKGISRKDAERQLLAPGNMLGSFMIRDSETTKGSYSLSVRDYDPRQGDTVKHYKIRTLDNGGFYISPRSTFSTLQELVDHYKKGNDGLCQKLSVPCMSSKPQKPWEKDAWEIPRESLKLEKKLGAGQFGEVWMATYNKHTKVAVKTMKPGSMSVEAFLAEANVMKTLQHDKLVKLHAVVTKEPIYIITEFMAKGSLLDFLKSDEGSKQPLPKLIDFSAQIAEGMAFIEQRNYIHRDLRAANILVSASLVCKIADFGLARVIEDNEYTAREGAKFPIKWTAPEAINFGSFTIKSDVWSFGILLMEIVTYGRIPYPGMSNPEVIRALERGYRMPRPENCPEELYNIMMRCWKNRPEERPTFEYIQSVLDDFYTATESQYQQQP
NPY-Y2 PAM-ag – potentiates or activates human NPY-Y2 receptor. activation, % at 3.6 µM. cells expressing NPY-Y2, potentiator/agonist read-out. 0.45% of 220,000 active. AID 1359; in the data active means activation above about 27%;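 further: cells stimulated with NPY near EC25 plus isoproterenol at EC100; 0% = vehicle plus submaximal agonist and 100% = vehicle plus saturating agonist; some results beyond the cut were filed as inactive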
NPY-Y1 PAM-ag – human NPY-Y1 potentiation or agonism, primary screen; P25929; activation, % at 3.6 µM; NPY-Y1 expressing cells, potentiator/agonist activation; 0.37% of 220,000 active; in the data active means activation above about 33%, passing the limit was not always enough;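 further: cells stimulated with NPY at EC10 then isoproterenol at EC100; 0% = low agonist plus stimulus and 100% = saturating agonist plus stimulus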
p97 ATPase inh – blocks human p97 ATPase activity. AID 1481. P55072. 0.42% of 220,000 active. inhibition, % at 8 µM. recombinant p97 ATPase, Kinase-Glo ATP luminescence, 3 h; in the data active means inhibition above about 15%;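 further: 0% = DMSO vehicle and 100% = wells lacking enzyme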
MDM2 E3 inh – inhibitors of human Mdm2 E3 ubiquitin ligase; Q00987; cell-based MDM2 ubiquitination luciferase reporter, 2 h; 0 = plate control, 100 = twice control, blank-subtracted; signal enhancement, % at 5 µM; 0.11% of 210,000 active; AID 1230;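 active means signal enhancement of 30% or more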;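 further: luminescence tracks abundance of the self-degrading MDM2-luciferase fusion protein; higher signal means inhibition of MDM2 E3 ligase activity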
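Test system: mammalian cells stably expressing self-ubiquitinating, self-degrading MDM2 E3–luciferase fusion; Amount: 2000 cells in each well; Medium: DMEM; Schedule: 4 h settle plus 2 h compound, 37 °C; Technique: SteadyLite luciferase luminescence after 15 min room-temperature reagent incubation; Benchmarks: plate control and blank wells.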
Runt-SMMHC FRET – blocks binding of human RUNX1 Runt domain to CBFb-SMMHC. Cerulean-Runt/Venus-CBFb-SMMHC FRET ratio 530/480, 1 h. inhibition, % at 20 µM. Q01196+Q13951. 0.74% of 220,000 active;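 active means mean inhibition across duplicate retests at 20 µM reaching about 50%, limit read from the data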;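 further: 0% = DMSO wells and 100% = wells with excess untagged CBFb-SMMHC; inhibitors lower the FRET ratio by blocking Runt binding to CBFb-SMMHC; some results filed as inactive read as strong as hits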
RBBP9 inhibitor – human RBBP9 hydrolase inhibition; O75884; 0.2% of 220,000 active; AID 1515; recombinant RBBP9, FP-Rh probe fluorescence polarization; inhibition, % at 7.94 µM;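 active means inhibition above the campaign mean of all tested compounds plus 3 SD, cut at about 14% in these data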;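 further: plate controls were DMSO wells with RBBP9 for no effect and wells lacking RBBP9 protein for full effect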
Target sequence (O75884 whole entry, looked up): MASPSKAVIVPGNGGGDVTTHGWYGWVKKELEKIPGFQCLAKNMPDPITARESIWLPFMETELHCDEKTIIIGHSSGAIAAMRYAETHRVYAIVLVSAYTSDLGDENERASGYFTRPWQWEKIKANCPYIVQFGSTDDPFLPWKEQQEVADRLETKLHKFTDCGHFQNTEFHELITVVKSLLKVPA
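Test system – recombinant human RBBP9 · Input – RBBP9 2.5 µM in dispensing solution, pre-mixing · Medium – Tris buffer pH 8.0, NaCl, Pluronic · Schedule – preincubation 30 min plus labeling 45 min at 25 °C · Measured by – fluorescence polarization · Measure – % inhibition · Controls – DMSO and no-protein wells · Replicates – one well per compound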
NPY Y1 blocker – blocks the human neuropeptide Y Y1 receptor; P25929; HEK293-CNG Y1 cells, membrane potential fluorescence; NPY at EC95, then isoproterenol; inhibition, % at 3.6 µM; 1% of 200,000 active; AID 1040;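 active means inhibition above the campaign mean inhibition of all tested compounds plus 3 SD, cut at about 20% in these data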;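 further: 0% = DMSO wells given NPY plus isoproterenol and 100% = isoproterenol alone without NPY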
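Material: HEK293 Y1/CNG channel cell line; also added: NPY (25 nM), isoproterenol (1 µM), Ro 20-1724 (25 µM); doses: one concentration, 3.6 µM, in 0.4% DMSO; schedule: compound incubation 1 h at room temperature, readout 45 min post-stimulation; technique: membrane potential fluorescence; measure: fluorescence ratio normalized to % inhibition between controls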
Runt-CBFb FRET – inhibitors of human RUNX1 Runt domain binding to CBFb; Q01196+Q13951; Cerulean-Runt/Venus-CBFb FRET ratio 530/480, 1 h; inhibition, % at 20 µM; 0.46% of 220,000 active; AID 1496;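 active means inhibition over about 50% at 20 µM in the single-dose screen, limit read from the data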;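 further: 0% = DMSO wells and 100% = excess unlabeled CBFb competitor control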
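Doses: 20 µM compound in 1% DMSO | Material: Cerulean-labeled Runt domain protein | Amount: Each fluorescent fusion protein 100 nM | Schedule: Two 1 h room-temperature incubations shielded from light | Measured by: FRET fluorescence | Evaluation: Loss of energy transfer signal | Controls: Unlabeled CBFb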
* = called active by the depositor; · = not tested or not shown.

Field names – A = Hck Nef HTS; B = NPY-Y2 PAM-ag; C = NPY-Y1 PAM-ag; D = p97 ATPase inh; E = MDM2 E3 inh; F = Runt-SMMHC FRET; G = RBBP9 inhibitor; H = NPY Y1 blocker; I = Runt-CBFb FRET
> O=C1CC(N2CCN(S(=O)(=O)c3ccc(Cl)cc3)CC2)C(=O)N1CCc1ccccc1 (configuration not stated)
  A: 0	B: 1	C: 21	D: -3	E: -4	F: -2	G: -4	H: -6	I: -1

> Cc1ccc(S(=O)(=O)N(Cc2cc3ccc(C)cc3[nH]c2=O)c2ccccc2)cc1
  A: 11	B: -12	C: 11	D: 2	E: 2	F: -2	G: -7	H: ·	I: 1

> O=C(Nc1ccc(F)cc1F)NC1CCN(Cc2c(F)cccc2Cl)CC1
  A: 5	B: 10	C: 14	D: 4	E: -10	F: 4	G: -8	H: ·	I: -3

> Cc1ccc(-c2cc(C(=O)N/N=C/c3cccnc3)n[nH]2)o1
  A: 7	B: 10	C: 15	D: 2	E: -3	F: 1	G: 2	H: 1	I: -3

> CCOC(=O)C1CCCN(c2c(NCC3CCCO3)c(=O)c2=O)C1 (configuration not stated)
  A: 2	B: -11	C: 3	D: 3	E: -9	F: 0	G: 4	H: 0	I: 1

> COc1ccc(CNC(=O)COc2ccc(C(=O)c3ccc(F)cc3)cc2)cc1
  A: 7	B: -4	C: -12	D: 1	E: 3	F: -45	G: 3	H: 8	I: -5

> Cc1csc(/N=C/c2ccc([N+](=O)[O-])cc2)n1
  A: -1	B: -2	C: -3	D: 2	E: -17	F: 3	G: -12	H: 1	I: 1

> Cc1ccc(C2CC(c3cccs3)=NN2S(=O)(=O)c2ccc(C)cc2)cc1 (configuration not stated)
  A: 0	B: -17	C: -5	D: 0	E: -10	F: -3	G: 1	H: 7	I: 2

> S=C1SCN(Cc2cccnc2)CN1Cc1cccnc1
  A: 7	B: -1	C: 18	D: 3	E: -1	F: 0	G: -7	H: ·	I: 1

> CCCCOc1ccc([N+](=O)[O-])cc1C(=O)O
  A: -20	B: -2	C: -11	D: -1	E: -13	F: -2	G: -5	H: -2	I: -2

> COc1cccc(N=Cc2ccc(O)cc2O)c1
  A: -11	B: 7	C: 16	D: 13	E: -5	F: -8	G: 6	H: -3	I: 0

> Cc1ccccc1NC(=S)N(CCCN1CCOCC1)Cc1cccnc1
  A: -10	B: 13	C: 0	D: 5	E: -8	F: 2	G: 2	H: -1	I: 0

> CCC(=O)N1CCc2cc(S(=O)(=O)CCC(=O)Nc3cccc(C)n3)ccc21
  A: -9	B: -13	C: -8	D: -3	E: -5	F: 0	G: 0	H: -2	I: 0

> Cc1c(-c2cccc(Cl)c2)nc2ccccc2c1C(=O)OCC(=O)Nc1ccc2c(c1)OCO2
  A: 0	B: 4	C: -9	D: 2	E: -1	F: -4	G: -8	H: -2	I: 0

> S=c1[nH]nc(-c2ccco2)n1Cc1ccccc1
  A: -11	B: -4	C: -18	D: 0	E: -16	F: 18	G: -8	H: -5	I: -11

> CC(=O)c1cccc(CN2CCN(Cc3ccccc3)C(CCO)C2)c1 (configuration not stated)
  A: 20	B: 4	C: -14	D: 3	E: -7	F: 1	G: -4	H: 1	I: 1

> C=CCn1c(C)csc1=Nc1ccccc1C
  A: 18	B: -10	C: 1	D: -4	E: -12	F: -3	G: -4	H: -1	I: -1

> CCN(CC)S(=O)(=O)c1ccc(/C=C/C(=O)OCC#N)cc1
  A: 21	B: 2	C: 7	D: 2	E: 0	F: -2	G: 4	H: -5	I: -1

> O=C(NC1CCCCCC1)c1cccnc1Sc1ccccc1
  A: 3	B: -5	C: 1	D: 4	E: 10	F: -3	G: -4	H: 5	I: 0

> Cc1ccc(S(=O)(=O)N2CCOCC2)c(C)c1NS(C)(=O)=O
  A: 16	B: -3	C: -2	D: 7	E: -1	F: 7	G: -5	H: 4	I: -2

> C/C(Cn1nnc([N+](=O)[O-])n1)=N\NC(=O)c1ccc(Cl)c(Cl)c1
  A: 2	B: -17	C: -7	D: 3	E: -8	F: 2	G: 10	H: 2	I: -2

> Cc1cc(C(=O)N(C2CCCCC2)C2CCCCC2)no1
  A: 3	B: 4	C: 2	D: 1	E: -9	F: 2	G: 4	H: -1	I: -1

> C=CCn1c(CSc2nc3ccccc3s2)nnc1SCC(=O)NCc1cccnc1
  A: 16	B: 0	C: -25	D: 2	E: 6	F: -3	G: 6	H: -2	I: 0

Grouped by structure: the compounds so far with an NH in an aromatic ring
Field names – A = Hck Nef HTS; B = NPY-Y2 PAM-ag; C = NPY-Y1 PAM-ag; D = p97 ATPase inh; E = MDM2 E3 inh; F = Runt-SMMHC FRET; G = RBBP9 inhibitor; H = NPY Y1 blocker; I = Runt-CBFb FRET
> Cc1ccc(S(=O)(=O)N(Cc2cc3ccc(C)cc3[nH]c2=O)c2ccccc2)cc1
  A: 11	B: -12	C: 11	D: 2	E: 2	F: -2	G: -7	H: ·	I: 1

> Cc1ccc(-c2cc(C(=O)N/N=C/c3cccnc3)n[nH]2)o1
  A: 7	B: 10	C: 15	D: 2	E: -3	F: 1	G: 2	H: 1	I: -3

> S=c1[nH]nc(-c2ccco2)n1Cc1ccccc1
  A: -11	B: -4	C: -18	D: 0	E: -16	F: 18	G: -8	H: -5	I: -11

Record cards, from the list above. Screens in order: Hck Nef HTS | NPY-Y2 PAM-ag | NPY-Y1 PAM-ag | p97 ATPase inh | MDM2 E3 inh | Runt-SMMHC FRET | RBBP9 inhibitor | NPY Y1 blocker | Runt-CBFb FRET
`CCC(=O)N1CCc2cc(S(=O)(=O)CCC(=O)Nc3cccc(C)n3)ccc21` in the list: -9 | -13 | -8 | -3 | -5 | 0 | 0 | -2 | 0
`Cc1ccc(-c2cc(C(=O)N/N=C/c3cccnc3)n[nH]2)o1` in the list: 7 | 10 | 15 | 2 | -3 | 1 | 2 | 1 | -3
`S=c1[nH]nc(-c2ccco2)n1Cc1ccccc1` in the list: -11 | -4 | -18 | 0 | -16 | 18 | -8 | -5 | -11

A run of entries from the list above, as a working copy:
Field names – A = Hck Nef HTS; B = NPY-Y2 PAM-ag; C = NPY-Y1 PAM-ag; D = p97 ATPase inh; E = MDM2 E3 inh; F = Runt-SMMHC FRET; G = RBBP9 inhibitor; H = NPY Y1 blocker; I = Runt-CBFb FRET
> O=C1CC(N2CCN(S(=O)(=O)c3ccc(Cl)cc3)CC2)C(=O)N1CCc1ccccc1 (configuration not stated)
  A: 0	B: 1	C: 21	D: -3	E: -4	F: -2	G: -4	H: -6	I: -1

> Cc1ccc(S(=O)(=O)N(Cc2cc3ccc(C)cc3[nH]c2=O)c2ccccc2)cc1
  A: 11	B: -12	C: 11	D: 2	E: 2	F: -2	G: -7	H: ·	I: 1

> O=C(Nc1ccc(F)cc1F)NC1CCN(Cc2c(F)cccc2Cl)CC1
  A: 5	B: 10	C: 14	D: 4	E: -10	F: 4	G: -8	H: ·	I: -3
